TDP1 cell noCPT – qHTS for Inhibitors of human tyrosyl-DNA phosphodiesterase 1 (TDP1): qHTS in cells in absence of CPT; DT40 Tdp1-/- hTDP1 cells, no CPT, ATP luminescence, 48 h; Potency, µM (doses to about 46.2 µM), inactives show at the top dose activity change, negative = growth inhibition, hits mostly inhibitors; actives 15% (n = 420,000); AID 686978, 2013; note: nearly all actives have a fitted effect of over 55% in size
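Readout: luminescence from CellTiter-Glo after 30 min in the dark at RT. Cells: DT40 Tdp1-/- with stable hTDP1, 400/well. Exposure: compounds alone, ≥48 hr, 37 °C.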
KAT2A inh – blocks human GCN5L2 histone acetyltransferase; AID 504327; Potency, µM (series often up to 58.9 µM), for the others: top-dose activity change, negative = inhibition, most hits filed as inhibitors; Q92830; actives 0.21% (n = 390,000); GCN5L2 HAT assay, ThioGlo1 CoA-SH fluorescence
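GCN5L2 (20nM final) in 50mM HEPES, 0.1mM EDTA pH 7.5, 0.01% Tween-20 was preincubated 15 min at room temperature with compound, then given ThioGlo1 (50uM), H3(1-25) peptide (75uM) and acetyl-CoA (70uM); CoA-thiol fluorescence (Ex340/Em540) was read at 0 and 20 min.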
TDP1 block – inhibitors of human tyrosyl-DNA phosphodiesterase TDP1 | actives 0.28% (n = 350,000) | Potency, µM (top dose mostly 130 µM), for the others: at the top dose activity change, negative = inhibition, most hits filed as inhibitors | AID 485290 | Q9NUW8 | recombinant TDP1, AlphaScreen DNA substrate cleavage; note: nearly all actives have a fitted effect of over 40% in size
Target sequence (Q9NUW8 whole entry, looked up): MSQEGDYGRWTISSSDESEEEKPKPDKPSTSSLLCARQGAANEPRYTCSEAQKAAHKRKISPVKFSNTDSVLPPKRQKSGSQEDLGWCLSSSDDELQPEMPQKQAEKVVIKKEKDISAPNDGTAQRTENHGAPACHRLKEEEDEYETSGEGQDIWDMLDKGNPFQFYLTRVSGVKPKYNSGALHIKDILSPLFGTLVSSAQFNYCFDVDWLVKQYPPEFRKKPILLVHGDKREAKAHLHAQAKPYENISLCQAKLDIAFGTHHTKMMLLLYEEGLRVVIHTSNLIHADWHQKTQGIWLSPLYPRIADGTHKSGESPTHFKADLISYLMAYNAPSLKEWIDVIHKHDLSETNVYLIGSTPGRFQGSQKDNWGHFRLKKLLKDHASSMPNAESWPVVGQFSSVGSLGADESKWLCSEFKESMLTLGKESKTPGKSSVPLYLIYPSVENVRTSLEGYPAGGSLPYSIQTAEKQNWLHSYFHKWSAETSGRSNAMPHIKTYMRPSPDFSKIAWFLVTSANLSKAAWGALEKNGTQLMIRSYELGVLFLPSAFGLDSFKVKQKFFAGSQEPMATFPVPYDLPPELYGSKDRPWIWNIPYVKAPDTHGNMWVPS
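Steps: enzyme plus compound, 15 min RT; add biotin/phosphotyrosine-FITC oligonucleotide (15 nM final), react 5 min; add donor/acceptor beads (10 ug/ml final), 10 min; read AlphaScreen. Tdp1 at 1 nM final.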
The depositor's hits bear a star; u = inconclusive; x = not tested or not shown; & = joins results of further samples; [ ] = remark or other dose. Calls come from the whole dose curve; as a rule, active = well fitted curve in the direction sought with a large enough effect; inconclusive = small, poorly fitted or top-dose-only effect, or another doubt; inactive = no such curve, though single readings can be large; an effect the other way counts as inactive or inconclusive. % is set by controls: 0 for no effect and ±100 for the full control effect; potency is the fitted concentration of half-maximal effect.

The line under a structure holds: TDP1 cell noCPT	KAT2A inh	TDP1 block
1. CCOC(=O)C1=C(C)N(c2ccc(Cl)cc2)C(=O)NC1c1cccc([N+](=O)[O-])c1 (stereo unspecified)
    -15%	-13%	2%
2. COCCCn1c(SC(C)C(=O)Nc2c(C)n(C)n(-c3ccccc3)c2=O)n[nH]c1=O (stereo unspecified)
    13%	-2%	-2%
3. COC(=O)c1ccc(NC(=O)C(c2ccccc2)N2Cc3ccccc3C2=O)cc1 (stereo unspecified)
    u	-11%	-1%
4. O=c1[nH]c2ccc(S(=O)(=O)N3CCN(c4ccccc4F)CC3)cc2s1
    -20%	-10%	-1%
5. c1ccc(-n2ncc3c(NCc4ccccn4)ncnc32)cc1
    -13%	-1%	5%
6. Cc1oc(C)c2c(=O)ccc3c(c12)OC(N)=C(C#N)C3c1ccccc1 (stereo unspecified)
    u	2%	-6%
7. CC1=C(C(=O)Nc2ccc(C)c(C)c2)C2(CCCCCC2)OC1=O
    u	-9%	2%
8. O=C(Nc1ccc(F)cc1F)N1CCCN(c2ccc(C(F)(F)F)cn2)CC1
    u	-2%	x
9. O=C(CCS(=O)(=O)c1cccc2nonc12)Nc1ccc(Br)cc1
    u	-2%&0%	-6%&2%
10. C#CCN(C)Cc1ccccc1
    3%	-2%	6%
11. COc1ccc(NC(=O)CN(C)S(=O)(=O)c2ccc(Cl)cc2)cn1
    -30%	-16%	0%[56.1 µM]
12. COc1cccc(NC(=S)NC(=O)/C=C/c2ccc(F)cc2)c1
    18%	-6%	x
13. CCC(Oc1ccc2ccccc2c1)C(=O)O (stereo unspecified)
    -30%	1%	-8%
14. O=S(=O)(c1cnc[nH]1)N1CCc2ccccc21
    23µM*	1%	3%
15. Cc1nn(-c2ccccc2)c2nc(-c3ccco3)cc(C(=O)O)c12
    -22%	-20%	x
16. O=C(Cn1nc(C(=O)O)c2ccccc2c1=O)Nc1cc(C(F)(F)F)ccc1-n1cncn1
    10%	-7%	-2%
17. O=C(CCNC(=O)c1ccc([N+](=O)[O-])cc1)Nc1ccc(F)c(F)c1F
    u	-3%	2%
18. COc1cccc(-c2cccc(NC(=O)C3CCN(Cc4ccc(CO)o4)CC3)c2)c1
    8%	-1%	3%
19. CN1C[C@@H]2C(c3ccc(C(F)(F)F)cc3)C3(c4ccc(C#N)cc4)CC2(C3)[C@H]1c1ccccc1 (stereo partly specified)
    23µM*	-9%	6%&4%
20. Cc1ccc(-c2cc(C(F)F)n3ncc(C(=O)Nc4ccc(S(=O)(=O)Nc5ccccc5C)cc4)c3n2)cc1
    -19%	-4%	5%
21. COc1ccc2[nH]c3c(c2c1)CCN1C(=O)C(CC(=O)NCCCn2ccnc2)C[C@H](C(=O)N(C(C)C)C(C)C)[C@@]31C (stereo partly specified)
    -16%	1%	3%[56.1 µM]
22. Cc1nnc(NC(=O)CC23CC4CC(CC(C4)C2)C3)s1
    u	-8%	x
23. Cc1ccccc1COC(=O)CNC(=O)c1sc2ccccc2c1Cl
    6%	-13%	-13%
24. O=C(CN1c2cccc3cccc(c23)S1(=O)=O)N1CCCCC1
    -1%	-5%	-4%
25. O=C1C2C=CC=CC2=NC(=S)N1CCN1CCC(=C(c2ccc(F)cc2)c2ccc(F)cc2)CC1 (stereo unspecified)
    x	-12%	18%[56.1 µM]
26. COc1ccc(N2CCN(C(=S)NCc3ccccc3)CC2)cc1
    u	-7%	7%
27. COc1ccc2cc(-c3cc(C(=O)O)c4ccccc4n3)ccc2c1
    u	u	0%
28. CCOC(=O)c1ccc(NC(=O)N2CCN(C3CCCCC3)CC2)cc1
    -2%	-11%	-2%
29. COCC(=O)N(Cc1ccco1)c1nnc(C2CCOC2)s1 (stereo unspecified)
    -7%	-21%	1%
30. CCN1C(=O)C(=O)N(Cc2ccc(OC)c(F)c2)C1=O
    u	0%	5%
31. CC(C)c1cc(=O)n2c(nc3ccccc32)[nH]1
    u	-7%	5%
32. COc1ccc([N+](=O)[O-])cc1NC(=O)CCNC(=O)Cn1ccc2ccccc2c1=O
    -25%	-14%	-3%
33. O=C(CCn1nc(-c2ccc(Cl)cc2)ccc1=O)NCc1ccccn1
    -27%	-5%	4%
34. CC(NC(=O)CCOc1ccccc1)c1ccccc1 (stereo unspecified)
    3%	-2%	2%
35. CC(C)CC1NC(=O)N(CC(=O)N(C)C2CCCCC2)C1=O (stereo unspecified)
    6%	1%	0%
36. Cc1ccc(NC(=O)c2cc3cc(OC(F)(F)F)ccc3[nH]2)cc1
    -26%	-12%	-4%
37. O=c1[nH]c(Cc2cccs2)nc2scc(-c3ccc(Cl)cc3)c12
    -28%	0%	0%
38. COc1ccccc1CNC(=O)COC(=O)c1cccnc1SCC(=O)NCc1ccccc1OC
    u	1%	-2%
39. CC(C)(CO)NC(=O)C12CC3CC(CC(Br)(C3)C1)C2
    0%	1%	2%
40. CCOC(=O)C1(CC2CCCCO2)CCN(S(=O)(=O)c2cccc(F)c2)CC1 (stereo unspecified)
    -8%	2%	5%
41. Cc1ccccc1NC(=O)C(=O)NCC1CCCN1S(=O)(=O)c1cccs1 (stereo unspecified)
    u	-16%	0%
42. Cc1ccc2c(c1)cc(CN(Cc1ccc3c(c1)OCO3)S(=O)(=O)c1ccccc1)c1nnnn12
    21µM*	-3%	-4%
43. COc1cccc(NC(=O)CCS(=O)(=O)c2ccc(Br)cc2)c1
    -4%	-1%	x
44. CC1CN(c2ccc(Oc3ccccc3)cc2)c2nc3c(c(=O)n(CC(N)=O)c(=O)n3C)n2C1 (stereo unspecified)
    u	-1%	x
45. Oc1ccc(C=Nc2cccc3ccccc23)c(O)c1
    -18%	-6%	x
46. O=C(/C=C/c1ccc(Cl)cc1Cl)c1cccnc1
    15µM*	-6%	-3%
47. Cc1c(C)c2c(OCC(=O)NCC(O)c3ccccc3)cc3c(c2oc1=O)CCC(C)(C)O3 (stereo unspecified)
    u	0%	x
48. COC(=O)c1c(NC(=O)CCc2ccc(C)o2)sc(C)c1C
    u	-1%	4%
49. CC(C)(CN1CCOCC1)NS(=O)(=O)c1ccccc1
    -2%	2%	x
50. O=C(c1cccc(F)c1)N1CCCC(C(=O)N2CCN(c3ccccc3)CC2)C1 (stereo unspecified)
    u	-1%	2%
51. COc1ccc(NC(=O)c2ccccc2NC(=O)c2cccs2)cc1
    -14%	-22%	1%
52. CCCn1c(CCNc2nc(-c3ccc(Cl)c([N+](=O)[O-])c3)cs2)nc2cc(Cl)c(Cl)cc21
    -5%	-26%	x
53. Cc1ccc(C)c(CN2CCC(CNC(=O)Nc3ccc(Br)cc3F)CC2)c1
    u	u	0%
54. O=C(C1CCN(S(=O)(=O)c2cc(Cl)ccc2Cl)CC1)N1CCCC1
    -25%	2%	x
55. O=S(=O)(c1cccc(NC(=S)NCc2ccco2)c1)N1CCOCC1
    0%	2%	3%
56. CCOc1ccc(NC(=O)CN2CCN(CC(=O)c3ccc(OCC)cc3)CC2)cc1
    u	1%	14%
57. O=C(Cn1[nH]c(=O)c2ccccc2c1=O)Nc1ccc(-c2nnc3n2CCCCC3)cc1
    -2%	-1%	8%
58. O=c1n(-c2ccccc2)c(=O)n2n1CCC2
    -8%	-2%	3%
59. Cc1ccc(/C=N/NC(=O)C(C)Oc2cccc3ccccc23)o1 (stereo unspecified)
    u	u	9%[56.1 µM]
60. CN(C)C(=O)CCc1ccc2c3c([nH]c2c1)[C@]1(C)[C@@H](C(=O)N2CCCCC2)C[C@H](CC(=O)NCCN2CCOCC2)C(=O)N1CC3
    5%	-7%	-1%[56.1 µM]

61	Cn1c(C2=C(O)CN(Cc3ccccc3)C2=N)nc2ccccc21
62	Cc1ccc(NC(=O)Nc2nnc(-c3ccccc3)o2)cc1
63	COc1cccc(NC(=S)Nc2ccc(Br)cc2Cl)c1
64	CN(Cc1ccc(F)cc1)C(=O)c1cc(COc2ccc(-n3cncn3)cc2)on1
65	CCCOc1ccc(N2C(=O)CC(N3CCOCC3)C2=O)cc1 (stereo unspecified)
66	CCCCn1c(C)nc2cc(S(=O)(=O)N3CCOCC3)ccc21
67	CCn1c(=O)cc(SCC(=O)NCc2ccc(C)o2)c2ccccc21
68	COc1cccc2c(=O)c(C(=O)NCc3cccs3)c[nH]c12

Screen / compound no.,61,62,63,64,65,66,67,68
TDP1 cell noCPT,2%,2%,u,16µM*,-9%,-25%,13µM*,6.5µM*
KAT2A inh,-2%,2%,-17%,u,2%,-2%,0%,-7%
TDP1 block,5%,3%,5%,3%,5%,1%,7%,-10%

5 structures already listed, sorted by formula weight, lowest first:
62	Cc1ccc(NC(=O)Nc2nnc(-c3ccccc3)o2)cc1
68	COc1cccc2c(=O)c(C(=O)NCc3cccs3)c[nH]c12
61	Cn1c(C2=C(O)CN(Cc3ccccc3)C2=N)nc2ccccc21
67	CCn1c(=O)cc(SCC(=O)NCc2ccc(C)o2)c2ccccc21
64	CN(Cc1ccc(F)cc1)C(=O)c1cc(COc2ccc(-n3cncn3)cc2)on1

Screen / compound no.,62,68,61,67,64
TDP1 cell noCPT,2%,6.5µM*,2%,13µM*,16µM*
KAT2A inh,2%,-7%,-2%,0%,u
TDP1 block,3%,-10%,5%,7%,3%

Next section
69	Cc1cc(C)c(NC(=S)N(CCCN2CCOCC2)Cc2cccnc2)c(C)c1
70	Cc1cccc(NC(=O)Nc2c(C)n(C)n(-c3ccccc3)c2=O)c1
71	COC(=O)CC1C(=O)NC2CCCCC2N1C(=O)c1ccccc1 (stereo unspecified)
72	CC(=O)C1=C(O)C(=O)N(c2ccc(Br)cc2)C1c1ccc([N+](=O)[O-])cc1 (stereo unspecified)
73	O=C(Cc1ccccc1)Nc1ccc(C(=O)NCc2ccccc2)cc1
74	C=CCN(C(=O)CCc1ccccc1OC)c1nc(-c2ccc(S(C)(=O)=O)cc2)cs1
75	CC(=O)N1CCN(CC(=O)Nc2ccc(SC(F)F)cc2)CC1
76	Cc1ccc(-c2csc3nc(C)n(-n4cccc4)c(=O)c23)o1

Screen / compound no.,69,70,71,72,73,74,75,76
TDP1 cell noCPT,0%,u,-10%,21%,-11%,9.2µM*,3%,-7%
KAT2A inh,-3%,10%,x,7%,0%,-12%,33%,-4%
TDP1 block,3%,x,-2%,x,x,x,3%,0%

Shown field by field: four of the compounds above
72	CC(=O)C1=C(O)C(=O)N(c2ccc(Br)cc2)C1c1ccc([N+](=O)[O-])cc1 (stereo unspecified)
  TDP1 cell noCPT = 21% | KAT2A inh = 7% | TDP1 block = x
73	O=C(Cc1ccccc1)Nc1ccc(C(=O)NCc2ccccc2)cc1
  TDP1 cell noCPT = -11% | KAT2A inh = 0% | TDP1 block = x
74	C=CCN(C(=O)CCc1ccccc1OC)c1nc(-c2ccc(S(C)(=O)=O)cc2)cs1
  TDP1 cell noCPT = 9.2µM* | KAT2A inh = -12% | TDP1 block = x
75	CC(=O)N1CCN(CC(=O)Nc2ccc(SC(F)F)cc2)CC1
  TDP1 cell noCPT = 3% | KAT2A inh = 33% | TDP1 block = 3%

Remaining list, next part.
77	CCCC(=O)Nc1ccccc1NC(=O)CN(C)S(=O)(=O)c1ccccc1
78	C=CCNC(=O)c1ccc(CN(c2ccc(OCC)cc2)S(=O)(=O)c2ccc(C)cc2)cc1
79	COc1ccc(N2CC3=C(C2=O)C(c2ccc(O)c(OC)c2)NC(=O)N3C)cc1 (stereo unspecified)
80	CCOC(=O)N1CCN(C(=O)CCCn2c(=O)[nH]c3ccccc3c2=O)CC1
81	O=C(c1ccc2c(c1)OCCO2)C1CCN(S(=O)(=O)c2cccc(F)c2)CC1
82	COc1ccc(NC(=O)c2ccc(NC(=O)CN(C)CC(=O)Nc3c(C)cccc3C)cc2)cc1
83	CCOc1ccc(NC(=O)Cn2cc(C(=O)c3ccc(F)cc3)c(=O)c3cc4c(cc32)OCO4)cc1
84	CC1=CN(S(=O)(=O)c2ccc(C)cc2)C[C@@H]2[C@H]3CC[C@H](C3)[C@H]12

Screen / compound no.,77,78,79,80,81,82,83,84
TDP1 cell noCPT,-5%,u,x,-11%,-28%,u,-27%,u
KAT2A inh,2%,-9%,-2%,0%,-3%,2%,0%,-6%
TDP1 block,5%,x,3%,-2%,-5%,0%,1%,-2%[56.1 µM]

85	CCOC(=O)N/C(N)=N/c1nc2ccccc2s1
86	CC(=O)Nc1ccc(-c2ccccc2)s1
87	CCOc1ncccc1C(=O)OCC(=O)c1ccc(F)cc1
88	CC(C)C1N(C(=O)N2CCOCC2)CCN1S(=O)(=O)c1ccccc1 (stereo unspecified)

Screen / compound no.,85,86,87,88
TDP1 cell noCPT,-29%,-25%,u,11%
KAT2A inh,1%,u,-6%,-4%
TDP1 block,8%,0%,5%,x

A portion of the library (hit frequency here may not be typical).
